SENP1 FRET inh – blocks the human SENP1 SUMO protease catalytic domain | Q9P0U3 | recombinant SENP1 catalytic domain, CyPet-SUMO1-YPet FRET cleavage | inhibition, % at 10 µM | hit rate 0.21% among 360,000 | AID 624204;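 active = inhibition at least 30% at 10 µM, raw YFP signal under a set limit, fluorescence ratio 0.5 to 1.5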;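 note: 0% = enzyme with DMSO and 100% = no enzyme wells; some results filed as inactive read as strong as hits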
Target sequence (Q9P0U3 419-644 limits assumed): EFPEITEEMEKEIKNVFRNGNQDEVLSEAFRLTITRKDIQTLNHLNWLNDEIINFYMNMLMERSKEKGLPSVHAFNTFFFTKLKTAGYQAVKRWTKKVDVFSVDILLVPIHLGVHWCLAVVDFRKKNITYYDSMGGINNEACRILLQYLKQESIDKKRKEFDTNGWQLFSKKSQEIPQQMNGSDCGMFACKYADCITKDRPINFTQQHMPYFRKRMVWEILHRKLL
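System: Recombinant human SENP1 catalytic domain, His6-tagged | Incubation: Enzyme reaction for 50 min at room temperature, dark | Medium: Tris pH 8 with BME, BSA, NP40 and catalase | Also added: 25 nM SUMO1 FRET substrate | Compound: 10 µM single point, 0.5% DMSO | Measured by: FRET fluorescence in CFP and YFP emission channels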
Numbers without * were called inactive.

SMILES	SENP1 FRET inh
CC(=O)C1=CCC(c2cccc(Cl)c2)N(S(=O)(=O)c2ccc(C)cc2)C1 (stereo not given)	4
CCN(CC)C(=O)C1=C(C)N(Cc2ccccc2)C(=O)C(CC(=O)NC2CCCC2)C1 (stereo not given)	1
Cn1cccc1/C=C1\SC(=S)N(NC(=O)c2ccccc2Cl)C1=O	-77
Cc1ccc(OCC(=O)N/N=C\c2ccc(C)o2)c([N+](=O)[O-])c1	-7
Cc1ccc(OCCN2CCC2(C)C(=O)Nc2ccc3c(c2)OCCO3)cc1 (stereo not given)	1
Cc1nnc(NC(=O)CCC2CCCCC2)s1	2
COc1ccc(-c2ccc(C(=O)Nc3ccc(C(C)C)cc3)c3occc23)c(C)c1	0
COC(=O)c1ccc(NCc2c(O)ccc(O)c2Br)cc1Cl	2
CC(CC(=O)c1ccc(F)cc1)N1CCN(c2ccccc2)CC1 (stereo not given)	-2
CCN(C(=O)CSc1nnc(-c2cccc(Cl)c2)n1N)c1c(N)n(Cc2ccccc2)c(=O)[nH]c1=O	-14
Nc1ccc2c(=O)[nH][nH]c(=O)c2c1	3
CCCCNc1c(CC(C)C)nc2nc(C)cc(C)n12	-9
O=C(NCc1ccccc1)c1cc(C2CCCN(S(=O)(=O)c3ccccc3)C2)on1 (stereo not given)	1
CCOc1cc(OCC)cc(C(=O)N2CCC[C@H]2C(=O)N2CCC[C@H]2C(=O)NCc2ccc(F)cc2F)c1	0
Cc1noc(C)c1NC(=O)N(C)C[C@H]1OCc2cnnn2CCCC(=O)N([C@@H](C)CO)C[C@H]1C	0
C[C@@H]1CN([C@H](C)CO)C(=O)CCCn2nncc2CO[C@@H]1CN(C)S(C)(=O)=O	-1
Clc1ccc2nc(C3CCCCC3)c(Cc3ccccc3)n2c1	-6
COc1ccc(S(=O)(=O)N2CCC(C(=O)N[C@@H](C)C(=O)NCc3ccco3)CC2)cc1	2
c1cnc(NCCSSCCNc2ncccn2)nc1	-2
O[C@@H]1CN(C2CCN(Cc3ccccc3)CC2)CC[C@H]1N1CCCCCC1	-42
CCCn1c(CCNc2nc(-c3cccc(Br)c3)cs2)nc2ccccc21	-1
COCCNC(=O)C1CCCN(Cc2cccc(C(F)(F)F)c2)CC1 (stereo not given)	3
C[C@@H]1CN([C@H](C)CO)C(=O)CCCn2nncc2CO[C@@H]1CN(C)S(=O)(=O)c1ccccc1F	1
Nc1ncnc2nn(C3OC(CO)C(O)C3O)nc12 (stereo not given)	3
COc1ccccc1NC(=O)CN1CCN(CC(=O)Nc2ccccc2F)CC1	3
COc1cccc(NC(=O)c2cnc(NS(=O)(=O)c3ccccc3)nc2)c1	-1
CC(C)c1cccc(-c2csc(C(O)c3ccco3)n2)c1 (stereo not given)	-2
O=C(CN1CCN(C(C(=O)Nc2cc(C(F)(F)F)ccc2Cl)c2ccccc2)CC1)NC1CC1 (stereo not given)	-3
N#C/C(=C\c1ccc(OC(=O)c2ccccn2)cc1)C(N)=O	-54
Cc1cc(OCCCC(=O)Nc2cc(S(=O)(=O)N3CCOCC3)ccc2N2CCOCC2)ccc1Cl	-1
O=c1ccn2c(n1)SC(c1ccccc1)C2 (stereo not given)	0
C=Cc1ccc(Cn2c(C)c(C(=O)NCc3cccc(C)c3)sc2=O)cc1	-3
CC(C)(C)c1ccc(CC(=O)N2CCC2(C)C(=O)Nc2cccc3ccccc23)cc1 (stereo not given)	1
C=C1C(=O)N(C)CCC1C(CC)C(=O)OC (stereo not given)	4
NC(=O)c1ccsc1NC(=O)COC(=O)Cc1ccc(F)cc1	-1
COc1ccc(C(C(=O)NCc2ccccc2)n2c(=O)c(-c3ccccc3)nc3ccccc32)cc1 (stereo not given)	-23
COc1ccc(-c2cc(NC=O)c3ncc(-c4cc(OC)c(OC)c(OC)c4)n3c2)c(OC)c1	-14
COc1ccc(COC(=O)CCc2cc(OC)c(OC)c(OC)c2)cc1F	1
O=C(COc1ccc(F)cc1)Nc1nc(-c2cccnc2)cs1	-3
Cc1c(CC(=O)N2CCC(O)CC2)c(=O)oc2cc3c(cc12)CCC1(CCCCC1)O3	0
O=C(C(=O)N1CCC(c2ccccc2)CC1)c1ccccc1	3
O=C(C=Cc1ccco1)c1cc(Cl)ccc1O	-9
CC1=C(C(=O)N(C(C)C)C(C)C)CC(CC(=O)NCCN2CCOCC2)C(=O)N1Cc1ccc(F)cc1 (stereo not given)	1
CCCCN(C=O)c1c(CC)nc2ccc(C(=O)NCCc3ccccn3)cn12	-2
CC1(C(=O)O)CCCN(C(=O)c2ccc(OC(F)F)cc2)C1 (stereo not given)	2
CCS(=O)(=O)c1nc(S(=O)(=O)c2ccc(C)cc2)c(N2CCCCCC2)s1	4
COc1ccc(-c2cc(C(=O)N3CCCCCC3)c3ccccc3n2)cc1OC	-1
O=C(N/N=C/c1c(O)ccc2ccccc12)C(=O)N1CCCC1	-52
COc1c(C)cc(C(O)c2ncc(-c3ccc4ccccc4c3)[nH]2)cc1C (stereo not given)	-1
O=C(N=Nc1c(O)[nH]c2ccc(Cl)cc12)c1cc(-c2cccs2)nc2ccccc12	5

(next part)
SMILES	SENP1 FRET inh
COc1ccccc1C(=O)NC1CC2CCCC(C1)N2Cc1ccccc1 (stereo not given)	0
O=C(Nc1ccccc1)C1Cc2c(-c3ccco3)ccnc2O1 (stereo not given)	2
CCc1nc2c(OCc3ccc(Cl)cc3Cl)cccn2c1N(C)C(C)=O	-1
COC(=O)c1ccc(CNc2ccc(C(C)=O)cc2)cc1	3
O=C(Nc1ccn(CCCNCCCN2CCCC2=O)c(=O)n1)OCc1ccccc1	0
COC(=O)C1=C(C)NC(C)=C(C(=O)OC)C1C(=O)OCC(=O)NC1CCCCC1C (stereo not given)	-7
O=C(NCc1ccc(F)c(F)c1)c1ccc(-c2ccc(F)c(F)c2)c2ccoc12	-5
O=C(CSc1nc2ccc(F)cc2c(=O)n1-c1ccccc1)Nc1ccc2c(c1)CCC2	2
COc1cc(C2C(C#N)=C(N)N(N(C)C)C3=C2C(=O)CCC3)ccc1O (stereo not given)	-13
CC1=C(C(=O)N(C(C)C)C(C)C)CC(CC(=O)NC2CCCC2)C(=O)N1Cc1ccc(F)cc1 (stereo not given)	1
Cc1nnc(SCC(=O)Nc2cc(S(=O)(=O)N3CCOCC3)ccc2N2CCCC2)s1	3
COC(=O)C[C@@H]1C[C@H]2c3cc(NS(=O)(=O)c4ccccc4)ccc3O[C@H]2[C@@H](CO)O1	-1
CC(=O)NC(c1ccc(F)c(F)c1)c1nc(-c2cccs2)cs1 (stereo not given)	8
Cc1ccc(-c2cc(C(=O)N/N=C/c3c(C)nn(-c4ccccc4)c3C)[nH]n2)cc1	4
Cc1cccc(CNC(=O)Nc2nnc([C@H]3C[C@H](O)[C@@H](CO)O3)s2)c1	3
Cc1noc(C)c1NC(=O)Nc1ccc2c(c1)C(=O)N([C@H](C)CO)C[C@H](C)[C@H](CN(C)C(=O)NC1CCCCC1)OCCCC[C@@H](C)O2	1
COc1cc(-c2ccc(N3C(c4ccsc4)=Cc4ccccc4C3CC(C)=O)cc2)cc(OC)c1OC (stereo not given)	-16
C[C@H]1CCCCO[C@@H](CN(C)S(=O)(=O)c2ccc(F)cc2)[C@@H](C)CN([C@@H](C)CO)C(=O)c2cc(NC(=O)Nc3ccc4c(c3)OCO4)ccc2O1	0
Cn1c(=O)c2c(nc(SCCN3CCOCC3)n2Cc2ccc(Cl)cc2)n(C)c1=O	2
O=C1NC(Cc2ccc(O)cc2)c2nc3ccc(F)cc3c(=O)n2-c2cc(Cl)ccc21 (stereo not given)	1

A run of entries taken from the entries so far, for reference:
SMILES	SENP1 FRET inh
O=C(N=Nc1c(O)[nH]c2ccc(Cl)cc12)c1cc(-c2cccs2)nc2ccccc12	5
COc1ccccc1C(=O)NC1CC2CCCC(C1)N2Cc1ccccc1 (stereo not given)	0
O=C(Nc1ccccc1)C1Cc2c(-c3ccco3)ccnc2O1 (stereo not given)	2
CCc1nc2c(OCc3ccc(Cl)cc3Cl)cccn2c1N(C)C(C)=O	-1
COC(=O)c1ccc(CNc2ccc(C(C)=O)cc2)cc1	3
O=C(Nc1ccn(CCCNCCCN2CCCC2=O)c(=O)n1)OCc1ccccc1	0
COC(=O)C1=C(C)NC(C)=C(C(=O)OC)C1C(=O)OCC(=O)NC1CCCCC1C (stereo not given)	-7
O=C(NCc1ccc(F)c(F)c1)c1ccc(-c2ccc(F)c(F)c2)c2ccoc12	-5
O=C(CSc1nc2ccc(F)cc2c(=O)n1-c1ccccc1)Nc1ccc2c(c1)CCC2	2
COc1cc(C2C(C#N)=C(N)N(N(C)C)C3=C2C(=O)CCC3)ccc1O (stereo not given)	-13
CC1=C(C(=O)N(C(C)C)C(C)C)CC(CC(=O)NC2CCCC2)C(=O)N1Cc1ccc(F)cc1 (stereo not given)	1
Cc1nnc(SCC(=O)Nc2cc(S(=O)(=O)N3CCOCC3)ccc2N2CCCC2)s1	3
COC(=O)C[C@@H]1C[C@H]2c3cc(NS(=O)(=O)c4ccccc4)ccc3O[C@H]2[C@@H](CO)O1	-1
CC(=O)NC(c1ccc(F)c(F)c1)c1nc(-c2cccs2)cs1 (stereo not given)	8
Cc1ccc(-c2cc(C(=O)N/N=C/c3c(C)nn(-c4ccccc4)c3C)[nH]n2)cc1	4
Cc1cccc(CNC(=O)Nc2nnc([C@H]3C[C@H](O)[C@@H](CO)O3)s2)c1	3
Cc1noc(C)c1NC(=O)Nc1ccc2c(c1)C(=O)N([C@H](C)CO)C[C@H](C)[C@H](CN(C)C(=O)NC1CCCCC1)OCCCC[C@@H](C)O2	1
COc1cc(-c2ccc(N3C(c4ccsc4)=Cc4ccccc4C3CC(C)=O)cc2)cc(OC)c1OC (stereo not given)	-16

Next entries follow.
SMILES	SENP1 FRET inh
Cc1cccc(-n2c(=S)[nH]c3c(oc4ccccc43)c2=O)c1	0
CCCCCCCCN1C(=O)[C@H](CC(=O)NCc2cccc(C(F)(F)F)c2)C[C@@]2(C(=O)OCC)CCCC=C12	2
CC(N)c1csc(Nc2ccc(C(=O)c3ccccc3)cc2)n1 (stereo not given)	-1
CCc1nc2c(OCc3cc(Cl)cc(Cl)c3)cccn2c1N(C=O)Cc1ccc(OC)cc1	-8
CCc1nc2ccc(C(=O)NCCN3CCOCC3)cn2c1N(CC)CCOC	-4
CN1OC[C@@H]2CN(Cc3cc(Cl)cc(Cl)c3)[C@H](c3cccc(Br)c3)C[C@@H]21	-1
CC(C)NC(=O)C1(C)CCN1C(=O)c1cccc(Cl)c1 (stereo not given)	0
Cc1ccc(C(O)c2ncc(-c3ccc(F)cc3)[nH]2)cc1F (stereo not given)	0
C[C@H](O)[C@@H]1C(=O)N2CCc3c([nH]c4ccccc34)[C@@H]2C[C@@H]1N(C)S(=O)(=O)c1ccccc1	-95
O=C(NCc1cccs1)c1ccc(Cl)c(S(=O)(=O)N2CCOCC2)c1	2
O=C(Nc1ccc(F)cc1)C(CCc1ccccc1)N1CCN(c2ccncc2)CC1 (stereo not given)	1
CC(=O)NCCNC(=O)C1Cc2c(-c3ccc4c(c3)OCO4)ccnc2O1 (stereo not given)	-3
O=C1CSC(=S)N1/N=C/c1cc(Br)c(O)c(Br)c1	-21
COc1ccccc1CNS(=O)(=O)CCNC1CC1	0
CN(Cc1cn(Cc2ccc(Cl)cc2)nn1)C1CN(Cc2cn(Cc3ccc(Cl)cc3)nn2)S(=O)(=O)C1 (stereo not given)	2
OC[C@@H]1CN(Cc2ccc(-c3ccccc3)cc2)C[C@H](n2cnc3c(N4CCCC4)ncnc32)O1	-3
CCCCOc1ccc(S(=O)(=O)NC(=O)C2(C)CCN2C(=O)Cc2cccs2)cc1 (stereo not given)	3
C1=C\CCC2(OCCO2)C2(CC/1)OCCO2	2
CNC[C@H]1OCCCC[C@H](C)Oc2ccc(NC(=O)CCCN(C)C)cc2C(=O)N([C@H](C)CO)C[C@@H]1C	3
COc1ccc(-c2ccc(C(=O)Nc3cccc(NS(C)(=O)=O)c3)c3occc23)c(C)c1	0
CC1(C(=O)NS(=O)(=O)c2cccc(Cl)c2)CCN1C(=O)COc1ccc(Cl)cc1 (stereo not given)	0
COc1ccc(-c2cc(C(=O)N(C)CC(=O)Nc3cccc(F)c3)c3ccccc3n2)cc1OC	1
COC(=O)c1cccc(NC(=O)c2cccc(-n3cnnn3)c2)c1	-1
CSCCC(C(=O)NC(C)(C)C)n1c(-c2ccc(C)cc2)nc2ccccc21 (stereo not given)	-3
O=C(Nc1cccnc1)C1Cc2c(-c3ccco3)ccnc2O1 (stereo not given)	1
Cc1nc2ccc(NC(=O)c3cc([N+](=O)[O-])cc([N+](=O)[O-])c3Cl)cc2s1	3
COC(=O)c1ccccc1NC(=O)CSc1nnc(CNS(=O)(=O)c2ccc(C)cc2)n1C	3
CN(C)CCNC(=O)c1cccc(-c2cnc3c(NC=O)cc(-c4cccc(C(F)(F)F)c4)cn23)c1	-11
Cc1cnc(CN(C)C(=O)C2CCC(=O)N(CCc3ccc(Cl)cc3)C2)[nH]1 (stereo not given)	2
O=C(c1ccc(Cl)cc1)N1CCC2CC1c1cc(-c3ccccc3)ccc12 (stereo not given)	1
O=C(c1ccccc1)N1CCOC(O)(c2ccccc2)C1c1ccccc1 (stereo not given)	2
CCOC(=O)C1=C(N)n2c(s/c(=C/c3ccco3)c2=O)=C(C(=O)OC)C1c1ccco1 (stereo not given)	-32
CCCc1nc2ccccc2n1C(C)C(=O)NC(C)(C)C (stereo not given)	3
Cc1c(C=C(C#N)c2ccc([N+](=O)[O-])cc2)c(=O)n(-c2ccccc2)n1C	21
COc1cccc(C(C)(O)c2nc(-c3ccc(F)cc3OC)cs2)c1 (stereo not given)	1
CCOC(=O)N1CCN(C(=O)C[C@@H]2C[C@@]3(C(=O)OCC)CCC=C3N(Cc3cccc4ccccc34)C2=O)CC1	1
CCc1c(O)nc(SCC(=O)Nc2ccccc2)n(-c2ccccc2C)c1=O	0
CN(C(=O)c1cccc(NC(=O)Cc2ccc(NC(=O)C3CCCN(C(=O)c4ccccc4)C3)cc2)c1)C1CCCC1 (stereo not given)	1
Cc1ccc(/C=C/C(=O)c2ccccc(=O)c2O)cc1C	-69

Screens as filed in PubChem.

These rows are one share of the data; count on the stated rates, not on these rows.
